Dynein cargo inh: dynein cargo transport inhibition | z-score, hits read low | AID 1381 | 0.47% of 220,000 active | 3617.4 mouse cells, GR-EGFP nuclear translocation imaging; test concentration mostly 20 µM; stimulated with dexamethasone, 1 µM; hits give low values;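 active = plate z-score of nuclear minus cytoplasmic receptor signal below a set negative limit, without overly bright fluorescence or cell loss, cut at about -3.5 in these data, passing the limit was not always enough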;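 note: z-score of nuclear minus cytoplasmic ring GR-EGFP intensity difference per well; some compounds called inactive have numbers as strong as hits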
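medium = tetracycline-free induction medium containing charcoal-stripped FBS | probe or stimulus = dexamethasone, 1.0 µM final | timing = 48 h induction, then 1 h compound, then 30 min agonist, 37 °C | detection = automated 10x imaging of fixed Hoechst-stained cells | read-out basis = nuclear versus cytoplasmic GR-EGFP signal, averaged per well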
b-catenin transl: modulators of beta-catenin nuclear translocation | HeLa beta-catenin nuclear translocation, immunofluorescence imaging | 0.3% of 190,000 active | nuclear translocation activity, % at 5 µM;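 active = nuclear translocation activity above 50% at 5 µM, with a well cell count of 50 or more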;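 note: per-cell ratio of nuclear to cytoplasmic median beta-catenin stain intensity; plate controls were DMSO negative control for no effect and GSK-3 inhibitor IX positive control for full effect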
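Assay system: human HeLa cells, native beta-catenin; doses: 5 µM primary, 0.02–20 µM confirmation; incubation: compound treatment 24 h, 37°C, 5% CO2; technique: fluorescence imaging of beta-catenin antibody stain plus DAPI; measure: % activation, nuclear-to-cytoplasmic median beta-catenin signal ratio per cell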
human PMI inhibition: inhibitors of human PMI, primary screen, biochemical, fluorescence intensity, coupled assay (AID 1209) | purified PMI enzyme, coupled fluorescence intensity; higher % means a stronger effect | one-dose inhibition, % at 20 µM; IC50 in µM for titrated hits | 0.42% of 190,000 active;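 note: plate controls were DMSO vehicle for no effect and wells lacking substrate for full effect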
Insulin prom up: MIN6 insulin promoter up-regulation | MIN6 insulin promoter-GFP reporter, high-content imaging; hits give high values | z-score at 5 µM | 0.3% of 190,000 active;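 active = z-score above 3 at 5 µM with at least 500 cells counted in the well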
Yfh1-depleted yeast: enhancers of respiration in Yfh1-depleted yeast, dose response, Friedreich's ataxia, plus single-dose screen (AID 1465) | S. cerevisiae Yfh1-off respiration, WST-1 reduction, 72 h; higher fold induction means a stronger effect | fold induction at 50 µM, or EC50 in µM where a hit was titrated | 0.074% of 220,000 active;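 active = fold induction of absorbance versus untreated yeast above a set limit, then at least 30% activation at any dose in follow-up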;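 note: activators that raise dye reduction in frataxin-depleted yeast; strong numbers were not always called active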
WT yeast gro inh: growth inhibition of WT yeast, mitochondrial fusion screen | 2.1% of 190,000 active | inhibition, % at 10 µM | mitochondrial fusion phenotypic screen, WT strain; in the data active = inhibition above about 58%; tested in S. cerevisiae
MT stabilize HCS: microtubule stabilizers in HeLa cells; HeLa tubulin immunostaining HCS, 24 h; share of cells brighter than vehicle mean+2SD; 0.83% of 200,000 active; % tubulin-high responders, % at 10 µM;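 active = plate Z-score above 3 for both tubulin-high and condensed-nucleus cell shares, with cell loss under 80%, at 10 µM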;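 note: anti alpha tubulin signal scored within the nucleus-defined area of each cell; some results filed as inactive read as strong as hits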
Autophagy HCS: modulators of autophagy | calls only at 10 µM (by protocol) | 0.98% of 190,000 active | AID 463193 | MEF GFP-LC3 puncta imaging; test concentration mostly 10 µM;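 active = percentage of spot-positive cells more than 3 SD above its plate mean, without a fluorescence outlier flag or 80% toxicity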;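 note: spot-positive cell cutoff set from DMSO-treated cells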
PMI inhibition: MPI inhibition at elevated mannose 6-phosphate – biochemical, fluorescence intensity, high mannose 6-phosphate, primary screen (AID 1220); recombinant PMI enzyme, coupled fluorescence intensity; higher % means a stronger effect; 0.66% of 190,000 active; inhibition, % at 20 µM; hits with a dose series show IC50 in µM
WT yeast gro inh mutant strain: further read-out of WT yeast gro inh, marked with its call; inhibition, %; mitochondrial fusion phenotypic screen, mutant strain inhibition
Dynein cargo inh cytoplasmic EGFP: further read-out of Dynein cargo inh, marked with its call; z-score; measured here: cytoplasmic GR-EGFP intensity; hits give high values
Dynein cargo inh nuclear GR-EGFP: recorded beside Dynein cargo inh, whose call it bears; z-score; measured here: nuclear GR-EGFP intensity;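 lower value marks the stronger effect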
Dynein cargo inh cell count: recorded beside Dynein cargo inh, whose call it bears; z-score; measured here: cell count per field
Insulin prom up cell count: further read-out of Insulin prom up, marked with its call; cell count; measured here: cytotoxicity, nuclei count;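 total cells summed across four imaged fields per well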
b-catenin transl cell count 5 µM: further read-out of b-catenin transl, marked with its call; cell count; measured here: cell count, cytotoxicity flag
MT stabilize HCS Hoechst-high %: recorded beside MT stabilize HCS, whose call it bears; % Hoechst-high responders; measured here: nuclear condensation Hoechst responders;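 share of cells brighter than vehicle mean plus two SD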
MT stabilize HCS cytotoxicity %: further read-out of MT stabilize HCS, marked with its call; toxicity, %; measured here: cytotoxicity by cell density;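 0% = mean cell density of plate MIN control wells and 100% = no cells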
Autophagy HCS cell loss 18 h: recorded beside Autophagy HCS, whose call it bears; toxicity, %; measured here: cell loss, nuclei count;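 cell loss after 18 h compound exposure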
* marks the source's active call; other numbers are inactive results; i = inactive; · = no result given. Cut-off read from the data, not from the text of the source, unless noted: active = inhibition above about 50%; inactive = the rest. Compounds were not picked by outcome; any-hit rate near 5%.

SMILES	Dynein cargo inh	Dynein cargo inh cytoplasmic EGFP	Dynein cargo inh nuclear GR-EGFP	Dynein cargo inh cell count	b-catenin transl	b-catenin transl cell count 5 µM	human PMI inhibition	Insulin prom up	Insulin prom up cell count	Yfh1-depleted yeast	WT yeast gro inh	WT yeast gro inh mutant strain	MT stabilize HCS	MT stabilize HCS Hoechst-high %	MT stabilize HCS cytotoxicity %	Autophagy HCS	Autophagy HCS cell loss 18 h	PMI inhibition
Cc1cc(-n2ccnc2)n2c(nc3ccccc32)c1C#N	2.2	0.037	1.5	-1.1	·	·	-2%	-0.14	978	i	0	-14	1.2	1.3	7.4	i	7	-1%
CCOC(=O)/C(C(N)=NCCO)=C(/O)c1ccccc1	-0.6	-0.072	-0.0088	0.25	·	·	5%	0.35	771	i	7	18	0.8	1.1	9.6	i	-9	1%
CCc1nnc2n1N=C(c1ccc(OC)cc1)CS2	-0.37	-0.23	0.11	0.74	26	109	2%	·	·	i	-7	-8	19	9.9	26	i	-7	-7%
COc1ccc(NC(=O)C(CC(C)C)NC(=O)c2ccccc2C)cn1 (stereo unspecified)	-0.6	-0.13	-0.3	0.55	-3.3	984	11%	0.51	1239	i	2	-12	2.1	1.8	9.0	i	-10	32%
COCCCNC(=O)c1cc2c(s1)CS(=O)(=O)C2	0.13	-0.23	0.11	-0.0033	·	·	3%	0.91	712	i	-14	-4	3.0	1.7	3.2	i	-4	0%
CCOc1ccc(N(CC(=O)NC(C)(C)C)S(=O)(=O)c2c(C)noc2C)cc1	-0.071	0.023	0.23	-1.3	-6.5	1147	-20%	1.6	1111	i	11	2	9.0	3.1	1.2	i	1	-8%
CCc1ccc(S(=O)(=O)NCc2csc(-c3ccccc3)n2)s1	1.3	-0.14	0.4	-0.39	-4.4	1029	10%	0.38	1241	i	23	12	2.7	1.2	8.1	i	17	6%
COCCNC(=O)c1cnn2c(C(F)(F)F)cc(-c3ccc(C)cc3)nc12	0.28	-0.074	0.76	0.42	-0.5	1523	1%	-0.55	1254	i	-51	-23	1.7	1.4	1.2	i	26	-2%
Cc1ccc(C(=O)NCC(=O)OC(C)C(=O)Nc2ccc(N3CCOCC3)cc2)s1 (stereo unspecified)	0.47	-0.26	0.29	-0.67	-0.5	1287	·	-0.75	1075	i	·	·	·	·	·	·	·	·
COc1ccc(NC(=O)CC2CCCC2)cc1S(=O)(=O)N1CCCCC1	-0.67	-0.3	-0.73	0.98	0.2	997	15%	0.07	1318	i	-8	-14	1.6	3.1	4.5	i	3	9%
CCc1cc2c3c(c1)C1(C(=O)N3C(C)(C)CC2C)C(C#N)=C(N)N2C(=C1C#N)Nc1ccccc12 (stereo unspecified)	-0.41	-0.21	-0.21	0.14	-0.7	1098	24%	-0.05	1423	i	-9	1	3.6	2.9	11	i	-3	34%
Cc1nc(NNC(=O)c2ccccc2)cc(-c2ccccc2)n1	-1.3	0.57	-0.54	0.73	-2.9	1198	0%	-0.19	834	i	4	17	2.0	1.0	17	i	6	-4%
CSc1nnc(-c2sc3cc(C(F)(F)F)cnc3c2-c2cccnc2)n1C	0.91	-0.0027	0.89	0.21	1.0	1120	1%	-0.33	872	i	-10	-2	6.0	2.3	9.4	i	19	-3%
Cc1cccc(-n2c3nc(=O)[nH]c(=O)c-3cc3cc([N+](=O)[O-])ccc32)c1	-0.81	-0.29	-0.78	0.45	2.5	529	-22%	-0.15	920	i	-1	-12	10	11	19	i	3	-9%
CN(C)S(=O)(=O)Nc1cc(Cl)cc(Cl)c1	-0.97	-0.35	-0.64	1.2	0.8	1519	3%	-0.28	1520	i	3	4	2.5	1.3	7.5	i	1	-2%
Cc1nn(-c2ccccc2Cl)c(Cl)c1/C=N/Nc1cccc(C(=O)O)c1	0.036	-0.25	0.47	-0.69	-1.0	1114	-54%	-0.56	1382	i	-14	-4	4.3	2.5	7.7	i	12	-95%
CC(C)NS(=O)(=O)c1ccc(CCC(=O)NCc2ccco2)cc1	0.22	-0.24	0.47	0.81	-0.8	1164	13%	0.02	1209	i	-1	-2	1.9	1.7	2.3	i	2	6%
COc1ccc(-n2c3c(cc(C(=O)N4CCN(CCO)CC4)c2=O)C(=O)CC(C)(C)C3)cc1	3	0.062	1.4	-1.1	0.6	1176	5%	-0.56	1042	i	-2	11	2.0	0.6	0.7	i	2	-4%
Cc1ccc(-n2nc3c4c(cccc4c2=O)-c2ccccc2-3)cc1	-0.33	-0.2	-0.4	0.57	0.9	1353	14%	0.95	1606	i	-16	-76	1.6	1.6	6.2	i	0	13%
CC(=O)NC1N=C(C)N(c2ccccc2)C1=O (stereo unspecified)	-0.28	-0.22	0.26	-0.0033	·	·	-4%	0.1	849	i	4	19	2.1	2.2	5.8	i	-3	-13%
Cc1ccc(S(=O)(=O)N2CCOCC2)cc1NC(=O)CNCc1ccccn1	-1.1	-0.28	-0.04	0.48	0.6	1334	·	-0.1	990	i	·	·	·	·	·	·	·	·
O=C(O)CN(c1ccccc1[N+](=O)[O-])S(=O)(=O)c1ccccc1	0.05	-0.23	0.29	-0.32	0.3	1524	-5%	0.43	1413	i	-8	-6	2.2	2.7	7.8	i	2	-6%
O=C(O)CCCCCN1C(=O)/C(=C\c2ccc(-c3ccc(Cl)cc3)o2)SC1=S	0.35	6	2.3	0.15	0.5	1285	·	4.2*	1076*	i	·	·	·	·	·	·	·	·
CC1=C(C(=O)Nc2ccccc2)C(c2ccncc2)C(C#N)=C(SCC(=O)NC(C)C)N1 (stereo unspecified)	1.4	-0.1	1.3	-1.3	0.8	951	-31%	0.37	1085	i	-7	6	4.3	2.7	5.8	i	-1	-58%
CCN(CC)c1ncccc1C(=O)NCc1cccs1	-0.34	0.052	-0.19	0.33	2.4	1085	3%	-0.08	1301	i	-4	2	1.2	1.4	7.4	i	-24	-1%
COc1cccc(C2CC(c3cccs3)=NN2C(=O)CSC2=NN3CCCC(=O)N=C3S2)c1OC (stereo unspecified)	-1.1	-0.22	-0.48	1	-0.2	1148	5%	-0.38	1843	i	-6	-4	7.1	3.1	9.8	i	-1	6%
CCN1C(=O)Cc2cc(S(=O)(=O)N3CCOCC3)ccc21	0.17	-0.22	0.22	-0.94	-0.6	1032	-2%	1.3	1470	i	-10	-2	4.4	1.7	42	i	-5	-20%
O=C(NNC1=Nc2cc([N+](=O)[O-])ccc2OC1)c1ccccc1Cl	0.068	-0.1	0.1	0.0033	0.3	1342	·	0.03	1346	i	·	·	·	·	·	·	·	·
CCOC(=O)/C(C)=N/NC(=O)c1cccc([N+](=O)[O-])c1	-0.2	-0.25	0.017	0.21	0.3	1093	10%	0.17	1166	i	-11	0	2.0	2.7	0.1	i	2	9%
O=C1CSCN1c1ccc(Cl)cc1	-0.78	-0.2	-0.3	0.71	0.6	1492	6%	0.54	1509	i	-3	0	1.6	1.5	6.4	i	-4	0%

Arranged by heavy-atom count (largest number first): 3 of the compounds above.
SMILES	Dynein cargo inh	Dynein cargo inh cytoplasmic EGFP	Dynein cargo inh nuclear GR-EGFP	Dynein cargo inh cell count	b-catenin transl	b-catenin transl cell count 5 µM	human PMI inhibition	Insulin prom up	Insulin prom up cell count	Yfh1-depleted yeast	WT yeast gro inh	WT yeast gro inh mutant strain	MT stabilize HCS	MT stabilize HCS Hoechst-high %	MT stabilize HCS cytotoxicity %	Autophagy HCS	Autophagy HCS cell loss 18 h	PMI inhibition
COc1cccc(C2CC(c3cccs3)=NN2C(=O)CSC2=NN3CCCC(=O)N=C3S2)c1OC (stereo unspecified)	-1.1	-0.22	-0.48	1	-0.2	1148	5%	-0.38	1843	i	-6	-4	7.1	3.1	9.8	i	-1	6%
O=C(O)CCCCCN1C(=O)/C(=C\c2ccc(-c3ccc(Cl)cc3)o2)SC1=S	0.35	6	2.3	0.15	0.5	1285	·	4.2*	1076*	i	·	·	·	·	·	·	·	·
CCN(CC)c1ncccc1C(=O)NCc1cccs1	-0.34	0.052	-0.19	0.33	2.4	1085	3%	-0.08	1301	i	-4	2	1.2	1.4	7.4	i	-24	-1%

(further entries)
SMILES	Dynein cargo inh	Dynein cargo inh cytoplasmic EGFP	Dynein cargo inh nuclear GR-EGFP	Dynein cargo inh cell count	b-catenin transl	b-catenin transl cell count 5 µM	human PMI inhibition	Insulin prom up	Insulin prom up cell count	Yfh1-depleted yeast	WT yeast gro inh	WT yeast gro inh mutant strain	MT stabilize HCS	MT stabilize HCS Hoechst-high %	MT stabilize HCS cytotoxicity %	Autophagy HCS	Autophagy HCS cell loss 18 h	PMI inhibition
COc1cccc(N(C(=O)Cn2nnc(-c3ccc(F)cc3)n2)C(C(=O)NCC2CCCO2)c2ccc(Cl)cc2)c1 (stereo unspecified)	0.078	-0.22	0.087	1.1	0.2	1045	-1%	-0.32	1416	i	4	5	2.0	1.9	3.3	i	2	-9%
Cc1ccc(S(=O)(=O)N2C(=O)CCC2C(=O)Nn2cnnc2)cc1 (stereo unspecified)	0.32	-0.042	0.07	0.22	1.2	1200	1%	1	926	i	-9	4	1.3	1.0	9.1	i	1	-12%
CC(NS(=O)(=O)c1ccccc1)C(=O)Nc1nccs1 (stereo unspecified)	-0.46	-0.22	-0.11	0.79	·	·	·	·	·	i	-1	-6	2.4	1.9	7.0	i	5	·
O=C(O)C1CCCCC1C(=O)Nc1ccccc1Nc1ccccc1 (stereo unspecified)	-0.64	-0.18	-0.11	0.53	-0.1	1018	10%	-0.57	1867	i	14	4	7.3	2.6	4.3	i	13	4%
CN(CC(=O)N1CCCC1)S(=O)(=O)c1cc(Cl)ccc1Cl	1	-0.18	0.43	0.57	-0.5	1086	18%	·	·	i	-16	0	2.1	1.5	5.5	i	33	21%
CC(=O)Nc1ccc(S(=O)(=O)NNC(=O)CCC(=O)Nc2cc(C)ccc2C)cc1	-0.85	-0.22	-0.23	-0.0011	-0.9	973	-5%	0.58	1302	i	2	-21	4.9	1.0	6.3	i	11	4%
O=C(Nc1ccc(Br)cn1)c1coc(=O)c(Br)c1	-1.2	-0.18	-0.23	1.2	-0.9	1344	·	0.03	1030	i	·	·	·	·	·	·	·	·
